Screening results as filed in PubChem.
AMA1-RON2 inh: qHTS for Inhibitors of AMA1-RON; Towards Development of Antimalarial Drug Lead: Primary Screen. AlphaScreen AMA1-biotinylated RON2 peptide binding. actives 0.2% (n = 360,000). Potency, µM (highest dose often 58.2 µM), inactives show top-dose activity change, negative = inhibition, usual class: inhibitors. Plasmodium falciparum AMA1 (3D7) - RON2 peptide interaction;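 note: potency is the fitted concentration of half-maximal effect; 0% = vehicle wells and -100% = peptide control; nearly all actives have a fitted effect of over 45% in size; some results filed as inactive show a strong effect at the top dose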
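AMA1 (3D7) with his tag at 25 nM final met compounds first, then biotinylated RON2 peptide at 25 nM; detection used donor plus acceptor beads, 10 µg/mL apiece, read by AlphaScreen after 30 min at room temperature.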
LmPK inh: qHTS Assay for Inhibitors of Leishmania Mexicana Pyruvate Kinase (LmPK); Q27686; purified LmPK, Kinase-Glo ATP luminescence, 1 h; Potency, µM (top dose mostly 57.5 µM), inactives show top-dose activity change, negative = inhibition, hits mostly inhibitors; actives 0.37% (n = 290,000); note: potency is the fitted concentration of half-maximal effect
Target sequence (Q27686 whole entry, looked up): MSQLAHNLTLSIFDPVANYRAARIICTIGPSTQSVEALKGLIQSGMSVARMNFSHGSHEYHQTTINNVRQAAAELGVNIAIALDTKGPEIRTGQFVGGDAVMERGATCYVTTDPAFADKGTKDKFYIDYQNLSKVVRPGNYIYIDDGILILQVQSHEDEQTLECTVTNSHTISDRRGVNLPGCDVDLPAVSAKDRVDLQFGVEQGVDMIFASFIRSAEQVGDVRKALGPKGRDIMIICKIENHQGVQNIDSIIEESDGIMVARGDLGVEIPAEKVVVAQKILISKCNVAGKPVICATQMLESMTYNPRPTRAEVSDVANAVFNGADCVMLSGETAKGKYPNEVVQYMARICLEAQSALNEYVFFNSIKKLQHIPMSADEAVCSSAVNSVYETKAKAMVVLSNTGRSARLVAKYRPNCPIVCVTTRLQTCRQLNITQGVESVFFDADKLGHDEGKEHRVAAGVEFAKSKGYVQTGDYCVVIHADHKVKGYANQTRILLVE
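In 50 mM imidazole pH 7.2 with 7 mM MgCl2, LmPK (0.1 nM) turned over PEP (0.5 mM) and ADP (0.1 mM) for 1 h at room temperature. Luciferase read-out of ATP.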
HCMV inh: qHTS Assay for inhibitors of the human cytomegalovirus (HCMV) | HFF cells, HCMV-luciferase reporter, 72 h; active compounds read low | activity change, negative = inhibition, % at 57.5 µM | actives 4.5% (n = 410,000) | AID 1259415, 2018; in the data active = activity change below about -60%; inconclusive = no clear call, values can overlap the other calls; inactive = above about -39%
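Luciferase read-out from HCMV-luciferase-infected HFFs (MOI 1 PFU/cell) 72 h post infection at 37C; compounds added after 16 h cell attachment; activity normalized between buffer-only basal and Salinomycin (10uM) inhibitor controls.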
Sm TGR block: qHTS Assay for the Inhibitors of Schistosoma Mansoni Peroxiredoxins; Schistosoma mansoni thioredoxin glutathione reductase (TGR), Q962Y6; Potency, µM (top dose mostly 114 µM), inactives show top-dose activity change, negative = inhibition, usual class: inhibitors; purified TGR, DTNB reduction, TNB absorbance 405 nm; actives 3% (n = 360,000); note: potency is the fitted concentration of half-maximal effect; nearly all actives have a fitted effect of over 60% in size
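Kinetic colorimetric format: TGR-catalysed, NADPH-driven DTNB reduction monitored via TNB absorbance. Enzyme dispensed at 20 nM; compound exposure 15 min at room temperature before reaction start.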
AmpC inh no detg: qHTS Inhibitors of AmpC Beta-Lactamase (assay without detergent) | P00811 | AmpC nitrocefin hydrolysis, absorbance 480 nm, 0.0001% Triton | Potency, µM (series often up to 57.1 µM), for the others: top-dose activity change, negative = inhibition, usual class: inhibitors | actives 0.52% (n = 330,000) | AID 485341, 2010;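 note: potency is the fitted concentration of half-maximal effect; plate controls were no compound for no effect and no enzyme for full effect; nearly all actives have a fitted effect of over 20% in size; some results filed as inactive show a strong effect at the top dose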
Target sequence (P00811 whole entry, looked up): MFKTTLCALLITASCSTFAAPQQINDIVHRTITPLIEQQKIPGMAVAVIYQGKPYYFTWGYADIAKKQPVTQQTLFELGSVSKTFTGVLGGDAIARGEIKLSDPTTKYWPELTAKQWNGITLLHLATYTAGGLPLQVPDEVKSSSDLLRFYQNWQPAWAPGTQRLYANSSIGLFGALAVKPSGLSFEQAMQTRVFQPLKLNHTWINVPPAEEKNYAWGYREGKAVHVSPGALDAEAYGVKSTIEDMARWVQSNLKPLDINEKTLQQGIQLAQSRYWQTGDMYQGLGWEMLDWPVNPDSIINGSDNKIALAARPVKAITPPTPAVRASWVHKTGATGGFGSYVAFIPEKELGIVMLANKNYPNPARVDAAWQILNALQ
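AmpC (5.3 nM in the dispensed reagent) in 20 mM phosphate pH 7.0 with 0.01% (detergent screen) or 0.0001% Triton X-100 was preincubated with compounds for 15 min at room temperature. Nitrocefin was then added from an 800 uM solution, and hydrolysis was followed at 480 nm.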
Tb PYK inh: qHTS of Trypanosoma Brucei Inhibitors | pyruvate kinase (Trypanosoma brucei), Q57TT1 | TbPYK enzyme, Kinase-Glo Plus ATP luminescence, 45 min | Potency, µM (highest dose often 76.8 µM), for inactives: at the highest dose activity, negative = inhibition, actives largely listed as inhibitors | actives 0.12% (n = 410,000) | AID 624173, 2012; note: potency is the fitted concentration of half-maximal effect; nearly all actives have a fitted effect of over 50% in size
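TbPYK + substrate in 50 mM TEA pH 7.2, 100 mM KCl, 10 mM MgCl2, 0.05% BSA, 0.01% Tween-20; cpd pinned; ADP 130 uM final; 45 min RT; Kinase-Glo Plus 10 min; luminescence endpoint.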
AmpC inh detg: qHTS Inhibitors of AmpC Beta-Lactamase (assay with detergent); P00811; AmpC hydrolysis of nitrocefin, absorbance 480 nm, 0.01% Triton; Potency, µM (doses to about 114 µM), for the others: at the highest dose activity change, negative = inhibition, actives largely listed as inhibitors; actives 0.041% (n = 370,000);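 note: potency is the fitted concentration of half-maximal effect; 0% = no-compound wells and -100% = no-enzyme wells; nearly all actives have a fitted effect of over 25% in size; some results filed as inactive show a strong effect at the top dose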
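20 mM phosphate pH 7.0 + 0.01% (detergent screen) or 0.0001% Triton X-100; 5.3 nM AmpC reagent; cpd preinc 15 min RT; nitrocefin (800 uM stock) to start; A480 q20 s × 4 min; Activity was normalised to no-enzyme and no-compound control wells.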
* = called active by the depositor; ? = inconclusive; . = not tested or not shown; & = joins results of further samples; [ ] = remark or other dose. Unless noted, calls come from the whole dose curve; as a rule, active = well fitted curve in the direction sought with a large enough effect; inconclusive = small, poorly fitted or top-dose-only effect, or another doubt; inactive = no such curve, though single readings can be large; an effect the other way counts as inactive or inconclusive. Unless noted, % is set by controls: 0 for no effect and ±100 for the full control effect.

Values run as follows: AMA1-RON2 inh	LmPK inh	HCMV inh	Sm TGR block	AmpC inh no detg	Tb PYK inh	AmpC inh detg
Cc1ccc(NC(=O)CC2CS(=O)(=O)CC2CC(=O)Nc2ccc(C)c(C)c2)cc1C (stereo not given)
 : 10.3%	-0.8%	54.4	-1.5%	-24.3%	-0.9%	-6.5%
O=C1CCCN1C(=O)CSc1nnnn1-c1ccccc1
 : 15.4%	.	-5.8	-1.6%	-19.9%	-8.5%	?
COc1ccc(CCNC(=O)Cc2ccc(C)cc2)cc1OC
 : -0.4%	35.2%	37.3	0.0%	-0.5%	-2.1%	-18.6%
NC(N)=NC(=S)Nc1ccc(Cl)cc1
 : 75.1%[activator]	6.6%	7.5	-4.5%	-25.3%	4.7%	-7.9%
O=[N+]([O-])c1ccccc1OCCOc1ccccc1[N+](=O)[O-]
 : 6.6%	-7.2%	47.1	-5.0%	-14.8%	-0.9%	-6.4%
O=C(NCC1CCCO1)Nc1ccc2c(c1)OCO2 (stereo not given)
 : -2.6%	1.3%	5.9	13.7%	-28.3%	-7.0%	4.2%
CCOC(=O)c1c(NC(=O)Cc2coc3ccc(CC)cc23)sc2c1CCC2
 : .	.	1.6	7.0%	.	1.5%	12.2%
CCOc1ccccc1C(=O)OCC(=O)NCCNC(=O)COC(=O)c1ccccc1OCC
 : 0.1%	-4.2%	36.9	0.0%	-30.7%	-0.9%	-5.3%
CC(=O)Nc1ccc(S(=O)(=O)NCC(=O)NC(C)c2ccc(S(N)(=O)=O)cc2)cc1 (stereo not given)
 : -9.1%	-7.7%	0.0	2.4%	-23.3%	0.0%	4.0%
O=S(=O)(c1cccc2cccnc12)N1CCN(c2ccccc2)CC1
 : -1.0%	15.0%	6.3	-11.9%	11.6%	1.8%	-4.5%
CCOc1ccccc1NC(=O)C(C)Sc1nc2c(c(=O)[nH]1)CCCC2 (stereo not given)
 : .	.	14.3	-0.4%	.	-8.0%	-1.7%
C/C(=N\NC(=O)c1cccs1)C(C)(C)C
 : 48.1%[activator]	1.4%	59.4	2.8%	-28.7%	2.1%	-5.6%
O=C1C(c2ccc(F)cc2)N(Cc2ccc3c(c2)OCO3)C(=O)CN1C1CCCCCC1 (stereo not given)
 : 5.5%	1.0%	-25.2	4.9%	-0.1%	1.7%	-0.6%
CC(C)OC(=O)CN1CCN(C2c3ccccc3-c3ccccc32)CC1
 : -4.2%	4.9%	-16.8	-7.6%	103.1%[activator]	-6.0%	-6.5%
CN(Cc1ccc(Cl)cc1)C(CCc1ccccc1)C(=O)NC1CCCCC1 (stereo not given)
 : 7.0%	.	-13.4	.	.	4.3%	.
CC1CCCN(c2nc3ccccc3nc2C(C#N)S(=O)(=O)c2ccccc2)C1 (stereo not given)
 : 43.2%[activator]	4.8%	0.8	3.5%	?	-10.5%	0.1%
O=C(Nc1ncc2c(n1)CC(c1ccc(Cl)cc1)CC2=O)c1ccco1 (stereo not given)
 : -9.4%	3.8%	-2.1	-16.2%	24.0%	2.8%	-6.2%
Cc1onc(-c2ccccc2)c1C(=O)Nc1nc(-c2cc(F)ccc2F)cs1
 : -8.1%	10.3%	12.5	-7.4%[11.4 µM]	-25.1%	2.7%	-9.2%
CC1=NC(C)(C)Cc2ccccc21
 : -8.6%	-2.5%	4.8	6.8%	-8.2%	2.5%	0.0%
CC(C)(C)c1nnc(NC(=O)CS(=O)(=O)Cc2ccccc2)s1
 : 10.1%	-1.1%	-33.1	.	-32.3%	-6.1%	?
O=C(NC1CCCCC1)[C@H](CSCc1ccccc1)N1Cc2ccccc2C1=O
 : -0.8%	-1.8%	-60.4*	-13.8%	5.5%	-2.6%	?
Cc1ccc2c(Cn3ccnc3)cc(=O)oc2c1C
 : -8.0%	0.3%	18.2	-1.4%	-12.5%	4.8%	-4.1%
O=C(Cc1ccccc1)Nc1ccc(NC(=O)c2cccs2)cc1
 : 5.1%	4.0%	?	1.7%	-51.8%	-1.3%	-3.7%
CC(C)CN(CC(C)C)S(=O)(=O)N1CCC(C(=O)NCc2cccs2)CC1
 : 1.1%	6.6%	-18.6	-25.7%	31.3%	2.0%	-4.4%
Cc1nnsc1-c1onc(C)c1C(=O)O/N=C/c1ccc(Cl)cc1
 : -10.1%	2.7%	16.6	0.8%	-12.5%	-7.0%	-4.9%
CC(NC(=O)Cn1cccc1C(=O)c1ccccc1)c1ccc2c(c1)OCCO2 (stereo not given)
 : -4.3%	8.8%	11.8	1.4%	-26.0%	-0.6%	4.3%
COC(=O)CCC(=O)NC(=S)Nc1cc(Cl)ccc1Cl
 : 8.2%	0.4%	0.0	-24.7%	-19.8%	-0.6%	-0.5%
CN(C)C(=O)CCc1ccc2c3c([nH]c2c1)[C@]1(C)[C@@H](C(=O)N2CCOCC2)C[C@H](CC(=O)NC(C)(C)C)C(=O)N1CC3
 : -0.9%	.	10.3	.	67.7%[activator]	4.8%	.
CCCCOc1ccc(N=Nc2ccc(N)nc2N)cn1
 : 10.5%	2.6%	105.0	-21.9%	-12.5%	-5.1%	-6.3%
O=C(NCCCNC(=O)c1ccco1)c1ccc(F)cc1
 : 1.3%	-0.1%	23.3	-9.0%	-4.3%	-7.2%	-14.0%
COc1cc(C(c2c(C)[nH][nH]c2=O)c2c(C)[nH][nH]c2=O)ccc1OC(=O)c1cccc([N+](=O)[O-])c1
 : -2.2%	3.7%	-38.1	23.8%	-18.0%	2.7%	2.9%
COC(=O)c1c(C)cc(O)c(C)c1O
 : 11.5%	.	14.9	.	.	3.6%	.
CCc1ccc(S(=O)(=O)N2CCN(C(=O)C3CCN(C(C)=O)CC3)CC2)cc1
 : 3.4%	-4.5%	0.8	3.7%	35.1%	3.5%	5.1%
O=C(OCCOc1cccc(Cl)c1)c1ccc2ncsc2c1
 : 22.5%	2.5%	4.2	-0.1%	-1.5%	-6.0%	?
Cn1c(SCC(=O)c2ccccc2)nnc1-c1cccs1
 : -4.7%	0.6%	-23.6	?	-7.1%	-17.6%	?
O=C(Oc1ccc(C(=S)N2CCCCC2)cc1)c1ccccc1F
 : -1.4%	-2.0%	-31.0	38.4%[activator]	-8.4%	4.3%	1.3%
Cc1c(C(=O)Nc2ccccc2)sc2nc3n(c(=O)c12)CCCCC3
 : 24.0%	0.4%	-34.3	-10.5%	-12.5%	-0.7%	-5.7%
O=[N+]([O-])c1ccc(NCCCc2ccccc2)cc1
 : -7.0%	.	-9.7	.	.	1.6%	.
Cc1cc(C)c2oc(C(=O)NC3CCS(=O)(=O)C3)cc(=O)c2c1 (stereo not given)
 : 2.7%	-8.8%	-10.8	-1.4%	-7.5%	-3.2%	1.0%
CCCCOc1ccccc1NC(=O)Cn1c(-c2cncs2)nc2ccccc21
 : .	.	-6.7	-10.2%	.	6.0%	-1.4%
Cn1cccc1Cc1nnc(SCC(=O)N2CCCc3ccccc32)n1-c1ccc(F)cc1
 : 3.8%	0.9%	-0.1	-26.2%	134.9%[activator]	-17.3%	?
CCn1cc(C(=O)NCCc2ccc(C)cc2)c(=O)c2cc(S(=O)(=O)N(C)C)ccc21
 : 16.3%	-0.9%	-11.5&4.6	-2.0%&16.1%	-3.2%	1.6%&-0.6%	2.2%&-3.9%
CC(=O)N1CCc2cc(NC(=O)C3(C)CCN3Cc3ccc(C(C)C)cc3)ccc21 (stereo not given)
 : -13.6%	.	-1.8	.	.	-3.7%	.
CCN(CC(=O)Nc1ccc(NC(C)=O)cc1)C(=O)c1cc2c(s1)CCCCC2
 : -7.4%	.	-32.5	4.0%	14.1%	1.4%	-1.3%
C=C1C[C@@]23CCC4[C@@](C)(CCC[C@@]4(C)C(=O)O)C2CC[C@]1(O)C3 (stereo not given in full)
 : 13.4%	.	21.1	-7.9%	-14.4%	-0.3%	-6.9%
COC(=O)c1ccc(/C=C2\SC(=S)N(CCCC(=O)N3CCOCC3)C2=O)cc1
 : 0.9%	.	-10.9	.	.	1.9%	.
N#CCSc1ccc2nc(-c3ccccc3)cn2n1
 : 12.0%	-5.7%	85.3	-0.8%	-14.3%	3.6%	-10.0%
CCOc1cc(Br)c(CN2C(=O)NC3(CCCCCC3)C2=O)cc1OCC
 : 9.6%	-6.4%	43.6	7.0%	56.1%	3.7%	-8.1%
c1ccc(Nc2nc3ccccc3n3nnnc23)cc1
 : 36.8%[activator]	-1.5%	50.9	-7.2%	-31.9%	-3.0%	1.8%
O=C(CSc1ncn(-c2ccccc2)n1)Nc1nncs1
 : -5.2%	-1.1%	?	7.8%	-19.8%	-3.2%	-2.0%
CC(C)CC(=O)NC(=S)N(Cc1ccccc1)Cc1ccccc1
 : 50.3%[activator]	2.2%	-6.6	-0.5%	-14.1%	-1.3%	-10.2%
COC(=O)c1ccc(Cl)c(NC(=O)NC2CCCCC2)c1
 : 3.4%	7.3%	-31.7	4.3%	-14.0%	-11.2%	7.8%
Cc1ccc(N2CCN(C(=O)c3c4c(nc5ccccc35)C(=O)N(C3CCCCC3)C4)CC2)c(C)c1
 : .	.	39.5	-0.5%	.	-6.7%	13.6%
O=C(Nc1ccc(-c2noc(CCc3ccccc3)n2)cc1)c1ccco1
 : 12.3%	-23.3%	-87.8*	9.0%	-20.1%	1.0%	?
S=C(Nc1nc2c(s1)CCCC2)NC1CC1
 : 41.4%[activator]	3.3%	3.2	2.51µM*	-39.5%	-11.2%	?

No enrichment for hits; about 7.4% have a hit in one of these screens.
